HIF-2a block = HIF-2a inhibition; 786-0 RCC cells HIF-2a reporter, luciferase luminescence, overnight; actives 0.72% (n = 360,000); inhibition, % at 18.8 µM; AID 624352;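 active = inhibition of the luminescence signal of 40% or more relative to plate controls, in a single-dose primary screen at 18.75 µM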
Peg3 prom inh = reduces Peg3 promoter-driven luciferase expression in HeLa; inhibition, % at 20 µM; HeLa PEG-Prom luciferase reporter, luminescence, overnight; actives 1.7% (n = 360,000);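 active = inhibition of at least 50% at 20 µM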
CF NFkB inh = inhibitors of cystic fibrosis induced NF-kB. KKLEB NF-kB-GFP reporter, PAF-induced, GFP fluorescence overnight. inhibition, % at 5 µM. actives 0.86% (n = 360,000). AID 588850;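 active = at least 50% inhibition at 5 µM, scaled per plate between neutral and stimulator controls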;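 note: PAF is a Pseudomonas aeruginosa culture filtrate used as stimulus; plate controls were PAF-stimulated DMSO wells for no effect and unstimulated DMSO wells for full effect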
NR2E3 ag-1 = agonists of human NR2E3 nuclear receptor; inhibition of corepressor binding, % at 3.98 µM; Q9Y5X4; AID 602229; actives 0.35% (n = 360,000); CHO-S Gal4-NCOR/VP16-NR2E3 two-hybrid, luciferase;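 active = inhibition above the mean of all tested compounds plus 3 SD, cut at about 70% in these data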;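 note: 0% = DMSO with NR2E3 transfected cells and 100% = cells lacking NR2E3 construct; higher means lower luciferase signal from less NR2E3 corepressor binding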
Target sequence (Q9Y5X4 whole entry, looked up, the tested form may be a part): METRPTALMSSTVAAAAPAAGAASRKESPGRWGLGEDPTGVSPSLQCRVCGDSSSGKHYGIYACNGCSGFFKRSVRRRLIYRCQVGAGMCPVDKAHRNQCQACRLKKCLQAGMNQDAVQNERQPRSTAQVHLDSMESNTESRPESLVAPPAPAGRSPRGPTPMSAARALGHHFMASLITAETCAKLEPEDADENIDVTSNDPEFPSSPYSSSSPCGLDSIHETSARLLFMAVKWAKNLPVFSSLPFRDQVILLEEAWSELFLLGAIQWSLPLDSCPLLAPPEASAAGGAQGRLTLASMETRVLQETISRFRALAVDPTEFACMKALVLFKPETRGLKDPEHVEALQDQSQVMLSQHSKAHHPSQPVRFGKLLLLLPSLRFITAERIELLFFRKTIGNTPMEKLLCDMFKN
Shn3 inh set2 = inhibitors of Schnurri-3 3'UTR reporter in osteoblasts; Clone20 osteoblast Shn3 3'UTR firefly luciferase, 24 h; inhibition, % at 12.5 µM; actives 0.52% (n = 360,000); AID 588674;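 active = mean inhibition of at least 75% with every replicate also reaching 75%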;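 note: 0% = median of neutral control wells and 100% = pilot-screen positive control compound; some compounds past the cut are filed as inactive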
KKLEB cytotox = counter-screen for CF NF-kB inhibitors: cytotoxicity. KKLEB CF airway cells viability, ATPlite luminescence, overnight; active compounds read low; cells stimulated with P. aeruginosa culture filtrate. activity change (cytotoxicity), % at 5 µM. actives 0.36% (n = 360,000). AID 602141;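 active = corrected activity change at or below -50% at 5 µM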
CaV13 FRET inh = Disruptors of the CACNA1D IQ motif to Ca2+-dependent inactivation inhibitor domain association, primary screening, Förster resonance energy transfer in intact living …; inhibition, % at 12.3 µM; HEK cells, CFP/YFP FRET ICDI-IQ, plate reader, 10 min; percent FRET-ratio fall versus neutral wells; actives 0.098% (n = 340,000);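 active = mean replicate inhibition of at least 30% and at least 1% of replicates passing that level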;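 note: 0% = median of the neutral control wells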
MITF TRPM1 inh = MITF TRPM1 promoter inhibition in SK-MEL-5 cells; actives 0.83% (n = 330,000); AID 488899; inhibition, % at 12.5 µM; SK-MEL-5 TRPM1 promoter luciferase, 24 h;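 active = mean inhibition across replicates of 60% or more, whatever share of single replicates reaches that level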; note: values of inactives mirror those of a sister screen read the other way
Vif imaging = blocks HIV Vif function. inhibition, % at 7.49 µM. actives 0.35% (n = 340,000). AID 602346. HEK293T cells, Vif self-association by quenched fluorescence, imaging, 24 h; in the data active = inhibition above about 50%, passing the limit was not always enough; note: some results filed as inactive read as strong as hits
NR2E3 ag-2 = NR2E3 (human) agonism. Q9Y5X4. GST-NR2E3/biotin-RetCOR TR-FRET, 1536-well. inhibition of corepressor binding, % at 4.78 µM. actives 0.12% (n = 320,000). AID 2300;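 active = percent inhibition above the cutoff of mean plus 3 SD of all tested compounds, set per screening campaign, cut at about 20% in these data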;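 note: 0% = DMSO wells and 100% = biotin wells as full block of FRET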
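system = GST-tagged NR2E3 plus biotinylated RetCOR corepressor | input = 1.35 nM GST-NR2E3 | also added = 7 nM biotin-RetCOR | schedule = 5 h incubation at 4 °C | measured by = TR-FRET with europium anti-GST and streptavidin-D2, 340 nm excitation | read-out = percent loss of FRET ratio relative to control wells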
PDI inh = inhibitors of human protein disulfide isomerase; PDI insulin aggregation turbidity, A650, 90 min; actives 0.052% (n = 350,000); inhibition, % at 10 µM;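 active = mean inhibition across replicates of 30% or more, whatever share of single replicates reach that level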;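 note: absorbance from insulin aggregation driven by PDI reduction with DTT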
Target sequence (P07237 whole entry, looked up): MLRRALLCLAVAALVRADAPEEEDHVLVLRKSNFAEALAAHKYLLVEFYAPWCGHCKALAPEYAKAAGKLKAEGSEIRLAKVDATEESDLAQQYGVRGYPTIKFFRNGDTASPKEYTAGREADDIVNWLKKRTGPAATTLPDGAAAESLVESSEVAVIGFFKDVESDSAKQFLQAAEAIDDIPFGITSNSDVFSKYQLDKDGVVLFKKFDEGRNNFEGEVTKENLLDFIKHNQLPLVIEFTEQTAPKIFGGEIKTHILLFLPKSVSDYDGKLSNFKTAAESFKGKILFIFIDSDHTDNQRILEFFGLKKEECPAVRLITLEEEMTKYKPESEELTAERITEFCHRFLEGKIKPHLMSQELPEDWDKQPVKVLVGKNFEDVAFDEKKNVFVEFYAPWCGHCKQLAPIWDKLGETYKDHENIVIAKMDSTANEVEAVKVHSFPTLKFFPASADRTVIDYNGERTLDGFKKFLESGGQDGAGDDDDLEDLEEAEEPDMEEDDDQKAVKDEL
* = called active by the depositor; x = not tested or not shown.

SMILES	HIF-2a block	Peg3 prom inh	CF NFkB inh	NR2E3 ag-1	Shn3 inh set2	KKLEB cytotox	CaV13 FRET inh	MITF TRPM1 inh	Vif imaging	NR2E3 ag-2	PDI inh
CSCCC(NS(=O)(=O)c1cccc(C(F)(F)F)c1)C(=O)N(C)CCOc1ccc(Cl)cc1 (stereo not drawn)	12	30	-4	10	7	-11	-5	8	-10	2	11
CCO[C@H]1OC(C(=O)N2CCN(Cc3ccccc3)CC2)=C[C@@H](c2coc3ccccc3c2=O)[C@@H]1CCCO	9	25	13	-14	1	-4	-9	-12	-1	-3	-51
COc1cc(C(=O)NC2CC3CCCC(C2)N3Cc2ccccc2)cc(OC)c1OC (stereo not drawn)	3	-4	-16	4	16	-1	-5	-1	2	0	4
CCOC(=O)/C(C(C)=O)=C1/OC(=O)c2ccccc21	2	8	8	-7	3	12	-10	5	-1	3	-4
COc1ccc(NC(=O)c2ccco2)cc1NC(=O)c1ccccc1[N+](=O)[O-]	-2	6	-30	21	-3	13	-4	1	x	0	2
COc1ccc(/C=N/NC(=O)c2ccn[nH]2)cc1COc1ccc([N+](=O)[O-])c(C)c1	-39	11	2	-18	8	2	-5	x	-5	-1	4
COc1ccc(-n2nnnc2/C=C/Nc2cc(C(F)(F)F)ccc2OC)cc1	8	12	13	17	18	1	-13	5	11	4	4
CCC(CO)Oc1cc(NC(=O)c2ccc(OC)cc2)c2ncn(C(C)C)c2c1 (stereo not drawn)	-5	5	14	2	-1	-5	-11	1	5	x	-3
CCCCCn1c(N2CCC(C(N)=O)CC2)nc2c1c(=O)[nH]c(=O)n2C	18	15	7	-19	8	0	-4	0	-4	1	6
Cc1ccc(C)c(-c2nnc(NC(=O)C3=COCCO3)o2)c1	-20	-32	3	24	-15	-6	-6	-12	-9	0	1
COc1ccc(CC(=O)NCC2(c3ccc(OC)c(OC)c3)CCCC2)cc1	8	7	4	-7	-5	-8	-19	-2	-5	-2	-9
COc1cccc(NC(=O)C2CCCN(S(=O)(=O)c3cccc4nsnc34)C2)c1 (stereo not drawn)	19	18	12	0	-2	4	x	8	-13	-1	5
COc1ccccc1NS(=O)(=O)c1cc(C)ccc1C	12	24	-2	-24	7	12	-4	-4	-4	4	-4
Cc1ccc(Cc2c(-c3ccc(C)cc3)nc3ccc(Br)cn23)cc1	-218	-323	19	-64	-125	4	-4	x	0	x	-8
CCOC(=O)C1=CN(Cc2cccc(F)c2)S(=O)(=O)N(C)C1c1cccc(OC)c1 (stereo not drawn)	10	1	-3	4	11	4	-5	-10	4	x	6
O=C(O)c1nn(Cc2nc3ccccc3o2)c(=O)c2ccccc12	6	8	-4	-17	7	8	-2	15	-10	3	5
COc1cc(C2C(C(=O)c3cccs3)=C(O)C(=O)N2Cc2ccco2)cc(OC)c1OC (stereo not drawn)	-4	-6	7	-18	-17	-20	x	-9	-2	0	6
CCOc1ccccc1NC(=O)CCN1CCN(S(=O)(=O)c2ccc(Br)cc2)CC1	9	2	-10	14	16	-6	0	26	-6	2	-1
COc1cc(OC)c(OC)cc1/C=N/n1c(COc2ccccc2)n[nH]c1=S	13	4	15	28	3	5	-4	4	-3	1	-2
CSc1nc(-c2ccccc2)nc(NC(C)=O)c1C(C)=O	-2	8	-20	1	51	7	2	4	0	5	3
Cc1cccc(C)c1NC(=O)Nc1nc(C(N)c2ccccc2Cl)cs1 (stereo not drawn)	20	2	2	1	-16	-3	-5	x	-1	x	-2
COc1ccc(Cc2nnc(SCC(=O)Nc3ccccc3C)n(N)c2=O)cc1	-1	-37	15	17	-10	2	-7	1	-7	0	-7
O=C(CSCc1ccccc1)N1CCN(S(=O)(=O)c2cccc(F)c2)CC1	-20	-26	-38	-1	12	5	-15	-11	0	0	-1
CCCn1nnnc1NCc1ccc(N(C)C)cc1	8	-1	-1	-17	-6	5	-21	5	-5	-1	-2

5 compounds from above, showing only Peg3 prom inh, Vif imaging and HIF-2a block.
structure	Peg3 prom inh	Vif imaging	HIF-2a block
Cc1ccc(Cc2c(-c3ccc(C)cc3)nc3ccc(Br)cn23)cc1	-323	0	-218
CCOC(=O)C1=CN(Cc2cccc(F)c2)S(=O)(=O)N(C)C1c1cccc(OC)c1 (stereo not drawn)	1	4	10
O=C(O)c1nn(Cc2nc3ccccc3o2)c(=O)c2ccccc12	8	-10	6
COc1cc(C2C(C(=O)c3cccs3)=C(O)C(=O)N2Cc2ccco2)cc(OC)c1OC (stereo not drawn)	-6	-2	-4
CCOc1ccccc1NC(=O)CCN1CCN(S(=O)(=O)c2ccc(Br)cc2)CC1	2	-6	9

The list continues.
SMILES	HIF-2a block	Peg3 prom inh	CF NFkB inh	NR2E3 ag-1	Shn3 inh set2	KKLEB cytotox	CaV13 FRET inh	MITF TRPM1 inh	Vif imaging	NR2E3 ag-2	PDI inh
O=C(COC(=O)CCc1c[nH]c2ccccc12)NCc1ccccc1	15	13	3	-19	4	-4	-5	7	-1	3	1
CCc1nc2ccc(C(=O)NCc3ccccc3OC)cn2c1N(CCC(C)C)CCN(C)C	-8	-21	-19	12	-1	-2	-4	x	-2	x	5
COc1ccccc1OCCSc1nc2ccccc2n1CCC(=O)O	6	-6	-7	-5	-10	-2	-3	-3	3	1	-3
Nc1nnc(SCc2ccc([N+](=O)[O-])cc2)s1	-10	4	11	-1	12	-2	3	-2	0	4	-4
CSc1nc2ncncc2[nH]1	3	2	3	-24	13	6	-10	10	-2	x	0
O=C(O)C(c1ccccc1)N1CCCCC1 (stereo not drawn)	9	2	7	-1	-3	0	-5	0	1	3	7
CC(=O)N1CCc2cc(Br)cc(S(=O)(=O)NCc3ccc(Cl)cc3)c21	8	17	-6	-43	3	9	-3	15	7	4	-13
Cc1ccnc(NC(=O)CCC(=O)N(CC(=O)NCc2ccccc2)Cc2ccccc2)c1	11	13	2	-17	4	-3	-6	-6	0	-3	1
CSc1ccccc1NC(=O)c1ccc(N2CC3CC(C2)c2cccc(=O)n2C3)c(NC(=O)c2cccnc2)c1 (stereo not drawn)	7	7	-8	-2	13	-4	-3	-1	5	0	1
COc1c(Cl)cc(Cl)cc1/C=N/n1cnnc1	24	-2	2	1	9	4	-4	8	17	-3	-3
CCc1c(C)nc2ncnn2c1N1CCN(S(=O)(=O)c2ccc(OC)cc2)CC1	13	-3	-11	-16	84	8	-5	17	-2	2	-6
COc1cc(Cl)cc(CN2CCC(CCC(=O)NC3CC3)CC2)c1OC	16	5	14	-12	-30	12	-2	12	-4	4	2

Already shown: entries from further up.
SMILES	HIF-2a block	Peg3 prom inh	CF NFkB inh	NR2E3 ag-1	Shn3 inh set2	KKLEB cytotox	CaV13 FRET inh	MITF TRPM1 inh	Vif imaging	NR2E3 ag-2	PDI inh
CSc1nc2ncncc2[nH]1	3	2	3	-24	13	6	-10	10	-2	x	0
O=C(O)C(c1ccccc1)N1CCCCC1 (stereo not drawn)	9	2	7	-1	-3	0	-5	0	1	3	7
CC(=O)N1CCc2cc(Br)cc(S(=O)(=O)NCc3ccc(Cl)cc3)c21	8	17	-6	-43	3	9	-3	15	7	4	-13

The results go on.
SMILES	HIF-2a block	Peg3 prom inh	CF NFkB inh	NR2E3 ag-1	Shn3 inh set2	KKLEB cytotox	CaV13 FRET inh	MITF TRPM1 inh	Vif imaging	NR2E3 ag-2	PDI inh
COc1cc2c(cc1OC)C(Nc1ccc(S(N)(=O)=O)cc1)=NC(C)(C)C2	8	-4	4	3	13	4	-5	12	1	-3	-2
O=C(NCCc1ccccn1)c1n[nH]c(=O)c2ccccc12	-21	-1	-3	-25	-19	12	-4	5	-6	2	-1
COc1cccc(O)c1CN1CCC(Oc2ccc(C(=O)NCc3ccccn3)cc2)CC1	8	-8	-1	-3	14	2	-3	-15	-4	0	-11
CC1CCCC(NC(=O)CN2CCN(S(=O)(=O)c3ccc(Br)s3)CC2)C1C (stereo not drawn)	8	25	1	14	6	7	-5	4	8	x	0
C/C(=N\Nc1ccc(Cl)c(C(=O)O)c1)c1ccccn1	-13	-1	-14	-102	-36	11	-4	-5	0	-4	-1
NC(=O)c1ccc(Oc2ccc3ccc(=O)oc3c2)c([N+](=O)[O-])c1	12	6	-3	0	15	3	2	12	-3	3	-3
Cc1csc(=O)n1CCC(=O)OCC(=O)N(CC(C)C)c1c(N)n(Cc2ccccc2)c(=O)[nH]c1=O	7	-2	6	-4	-16	8	x	-4	0	0	-4
COc1ccc(S(=O)(=O)N2CCCOC2CNC(=O)C(=O)NCc2ccco2)cc1C (stereo not drawn)	12	18	2	22	-19	-8	-14	8	-3	4	-4
CCOC(=O)C1CCCN(C(=O)c2cccc(S(=O)(=O)N(C)c3c(C)n(C)n(-c4ccccc4)c3=O)c2)C1 (stereo not drawn)	9	4	13	-9	-1	-6	-3	5	-7	0	-6
O=C(CNC(=O)c1ccc(Cl)cc1Cl)Nc1ccc(F)cc1	-2	5	-21	1	15	9	6	-4	-9	1	-2
COc1ccc(-c2noc(CCC(=O)NCc3cccnc3)n2)cc1OC	0	4	5	6	-3	-8	-4	0	13	6	1
CCOc1cccc(NC(=O)/C(C#N)=C\c2cccnc2)c1	25	8	9	7	24	-5	0	8	-3	2	4
Cc1c(C)n(CCc2ccccc2)c2ncnc(NN)c12	-27	-7	8	-12	-5	4	-6	0	x	5	-7
CC1C(=O)Nc2ccc(S(=O)(=O)Nc3ccccc3Br)cc2NC1=O (stereo not drawn)	8	3	-13	-28	-11	10	-6	4	x	3	x
Cc1cc(OC(C)C(=O)NCC2CCC(C(=O)O)CC2)c2c(C)c(C)c(=O)oc2c1 (stereo not drawn)	-4	14	-7	-27	10	-2	x	8	-5	-4	x

Single records, from the list above:
Listed for CSCCC(NS(=O)(=O)c1cccc(C(F)(F)F)c1)C(=O)N(C)CCOc1ccc(Cl)cc1 (stereo not drawn) → HIF-2a block: 12; Peg3 prom inh: 30; CF NFkB inh: -4; NR2E3 ag-1: 10; Shn3 inh set2: 7; KKLEB cytotox: -11; CaV13 FRET inh: -5; MITF TRPM1 inh: 8; Vif imaging: -10; NR2E3 ag-2: 2; PDI inh: 11
Listed for O=C(CNC(=O)c1ccc(Cl)cc1Cl)Nc1ccc(F)cc1 → HIF-2a block: -2; Peg3 prom inh: 5; CF NFkB inh: -21; NR2E3 ag-1: 1; Shn3 inh set2: 15; KKLEB cytotox: 9; CaV13 FRET inh: 6; MITF TRPM1 inh: -4; Vif imaging: -9; NR2E3 ag-2: 1; PDI inh: -2

Ordered by molar mass (highest first): part of the list above.
SMILES	HIF-2a block	Peg3 prom inh	CF NFkB inh	NR2E3 ag-1	Shn3 inh set2	KKLEB cytotox	CaV13 FRET inh	MITF TRPM1 inh	Vif imaging	NR2E3 ag-2	PDI inh
CCOC(=O)C1CCCN(C(=O)c2cccc(S(=O)(=O)N(C)c3c(C)n(C)n(-c4ccccc4)c3=O)c2)C1 (stereo not drawn)	9	4	13	-9	-1	-6	-3	5	-7	0	-6
CC1CCCC(NC(=O)CN2CCN(S(=O)(=O)c3ccc(Br)s3)CC2)C1C (stereo not drawn)	8	25	1	14	6	7	-5	4	8	x	0
COc1ccc(S(=O)(=O)N2CCCOC2CNC(=O)C(=O)NCc2ccco2)cc1C (stereo not drawn)	12	18	2	22	-19	-8	-14	8	-3	4	-4
